EBI2 antag – antagonists of human EBI2 receptor; P32249; EBI2 beta-arrestin recruitment, luminescence, 7a,25-OHC stimulated; inhibition, % at 5 µM; actives 0.81% (n = 360,000); AID 651636; in the data active = inhibition above about 38%;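 also: enzyme fragment complementation signal reports receptor beta-arrestin coupling in cells; 0% = agonist plus DMSO wells and 100% = wells without agonist; some results beyond the cut were filed as inactive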
GRIN3A LBD mod – modulators (binders) of human NR3A ligand-binding domain | NR3A LBD differential scanning fluorimetry, Tm shift; 0% = protein alone, 100% = glycine-bound protein | Tm shift relative to glycine control, % at 25 µM | actives 2.5% (n = 340,000) | AID 1259313;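 active = melting temperature shift of at least 10% of the positive control shift, at one fixed dose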
CXCR6 inh – CXCR6 (human) receptor inhibition | O00574 | CHO-K1 PathHunter CXCR6 beta-arrestin, luminescence | inhibition, % at 20 µM | actives 0.36% (n = 360,000); in the data active = inhibition above about 34%, passing the limit was not always enough;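 also: antagonist mode with CXCL16 agonist at 10 nM final; 0% = 10 nM CXCL16 with DMSO and 100% = unstimulated wells without agonist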
Target sequence (O00574 whole entry, looked up): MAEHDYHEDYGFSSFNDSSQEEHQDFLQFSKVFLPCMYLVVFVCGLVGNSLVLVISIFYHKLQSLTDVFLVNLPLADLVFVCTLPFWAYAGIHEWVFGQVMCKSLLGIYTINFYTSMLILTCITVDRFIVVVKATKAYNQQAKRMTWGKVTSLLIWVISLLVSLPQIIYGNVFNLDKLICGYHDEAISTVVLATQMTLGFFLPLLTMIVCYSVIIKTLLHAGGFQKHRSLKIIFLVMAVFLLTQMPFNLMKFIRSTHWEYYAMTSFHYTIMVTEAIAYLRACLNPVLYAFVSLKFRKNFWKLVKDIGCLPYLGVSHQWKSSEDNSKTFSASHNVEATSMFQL
CCR6 antagonist – blocks CCL20-driven beta-arrestin recruitment at human CCR6. P51684. CHO-K1 CCR6 PathHunter beta-arrestin, luminescence, CCL20-stimulated. inhibition, % at 20 µM. actives 0.49% (n = 340,000). AID 493098;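 active = compounds whose inhibition of the agonist-driven luminescence signal at 20 µM reaches about 50%, limit read from the data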;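 also: cells stimulated with CCL20 at 14 nM final; plate controls were DMSO with CCL20 for no effect and DMSO without agonist for full effect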
Gli-Sufu block – Gli-Sufu pathway antagonism | inhibition, % at 5 µM | actives 0.74% (n = 340,000) | Sufu-KO-LIGHT fibroblasts, Gli luciferase reporter luminescence;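 active = inhibition above about 55%, limit read from the data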;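 also: 0% = DMSO-treated cells and 100% = wells with medium but no cells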
A3A deaminase – inhibitors of human APOBEC3A DNA deaminase. inhibition, % at 20 µM. recombinant A3A, FAM/TAMRA ssDNA deamination fluorescence. actives 0.41% (n = 330,000). P31941;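 active = at least 40% inhibition at 20 µM here, with at most 30% in a related deaminase screen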;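 also: plate controls were A3A with DMSO for no effect and wells lacking A3A enzyme for full effect; some results filed as inactive read as strong as hits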
Target sequence (P31941 whole entry, looked up): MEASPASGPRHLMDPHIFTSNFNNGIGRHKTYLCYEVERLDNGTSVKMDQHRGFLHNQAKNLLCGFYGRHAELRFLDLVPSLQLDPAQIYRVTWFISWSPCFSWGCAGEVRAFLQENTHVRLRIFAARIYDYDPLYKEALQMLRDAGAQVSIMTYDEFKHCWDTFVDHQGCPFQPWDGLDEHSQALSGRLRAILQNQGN
MPTP block – inhibitors of mitochondrial permeability transition pore; isolated mouse mitochondria, Ca2+ swelling absorbance, 30 min; inhibition, % at 10 µM; actives 1.4% (n = 360,000);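 active = inhibition of 50% or more, scaled per plate between neutral and stimulator controls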;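 also: 0% = DMSO wells given calcium and 100% = 1 mM EGTA wells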
APOBEC3G inh – APOBEC3G (human) deaminase inhibition | recombinant A3G, ssDNA deamination FAM/TAMRA fluorescence | actives 0.28% (n = 330,000) | Q9HC16 | inhibition, % at 20 µM;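 active = inhibition of at least 40% at 20 µM, with no more than 30% in the related APOBEC3A deaminase screen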;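 also: plate controls were DMSO wells with A3G for no effect and wells lacking A3G enzyme for full effect; some compounds called inactive have numbers as strong as hits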
Target sequence (Q9HC16 whole entry, looked up): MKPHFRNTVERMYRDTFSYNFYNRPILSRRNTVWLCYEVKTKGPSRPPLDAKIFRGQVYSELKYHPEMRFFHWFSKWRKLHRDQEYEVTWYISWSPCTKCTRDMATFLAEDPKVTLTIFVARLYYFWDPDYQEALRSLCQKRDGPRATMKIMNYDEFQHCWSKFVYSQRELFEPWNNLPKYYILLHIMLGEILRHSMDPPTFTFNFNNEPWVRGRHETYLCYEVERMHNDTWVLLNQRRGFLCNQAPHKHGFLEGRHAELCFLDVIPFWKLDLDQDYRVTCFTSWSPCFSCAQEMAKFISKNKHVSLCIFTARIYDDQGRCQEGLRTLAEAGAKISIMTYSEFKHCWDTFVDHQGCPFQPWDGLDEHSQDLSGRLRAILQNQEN
* hit, by the source's call; · = no result given.

The line under a structure holds: EBI2 antag, GRIN3A LBD mod, CXCR6 inh, CCR6 antagonist, Gli-Sufu block, A3A deaminase, MPTP block, APOBEC3G inh
#1 O=c1[nH]c2ccc(NC(=S)NCc3ccccc3)cc2[nH]1
    -6, -1, 10, -2, 8, -6, -0.4, -2
#2 CCOC(=O)C1CCN(C(=O)CN2C(=O)c3ccccc3S2(=O)=O)CC1
    -6, 18*, -1, -10, -10, 2, -1.0, -5
#3 O=S(=O)(c1ccccc1)c1nc(-c2ccco2)oc1NCc1cccnc1
    -10, 0, 5, 0, 4, -4, -1.0, 0
#4 Cc1nn(C)c(C(=O)N2CCc3ccccc32)c1Cl
    5, -3, -3, -7, 5, -2, 1.9, -4
#5 CN(CCc1ccccc1)C(=O)c1ccc(NC(=O)Cc2ccc(NC(=O)C3CCCN(C(=O)C4CCC4)C3)cc2)cc1 (stereo not given)
    -2, -1, 2, 11, 5, ·, 5.9, ·
#6 COC(=O)c1ccc([C@H]2C=C(C(=O)O)O[C@@H](OCc3ccc(CO)cc3)C2)cc1
    -7, 2, -4, -1, -26, 1, -0.2, -5
#7 C[C@@H](NC(=O)c1[nH]cnc1C(=O)Nc1nccs1)c1ccccc1
    3, -2, -6, 3, -9, 0, -0.1, -5
#8 CCc1ccccc1NC(=O)Nc1ccon1
    -2, 1, -3, -3, -9, 0, 0.4, -5
#9 COc1cc(OC)cc(C(=O)NNC(=O)CCOc2ccccc2OC)c1
    5, -2, 3, 2, -4, -2, -0.5, -8
#10 C#CCOCCOCCOCCNc1nc(N2CCN(C(=O)[C@H]([C@@H](C)CC)n3cc(CCCCN)nn3)CC2)nc(N2CCN(C(=O)[C@H]([C@@H](C)CC)n3cc(CCCN=C(N)N)nn3)CC2)n1
    4, 2, 9, 11, 2, -1, -2.3, -9
#11 CN1CCC(=NNC(=O)CSCc2ccccc2)CC1
    -9, 1, -3, -11, -7, -6, -0.6, -6
#12 COc1ccc(C2=Nn3c(nnc3-c3ccccc3F)SC2)cc1OC1CCCC1
    7, -4, 8, -1, -28, 0, -0.4, 17
#13 CCOc1cc(/C=N/O)ccc1OCc1ccc(C)cc1
    -1, -3, 11, 20, -1, -2, 1.0, -6
#14 CC(C)Nc1nc(Oc2ccc(Cl)cc2)cc(C(F)(F)F)n1
    10, 3, 0, 9, -23, -2, 1.3, -5
#15 Cc1cccc(OCC(=O)O/N=C(\N)Cc2ccc(Cl)cc2)c1
    5, 0, -3, -16, -3, 0, 2.7, -4
#16 CC1(C)NC(C)(C)C(O)(C(N)=O)C1=O (stereo not given)
    -1, 0, -2, 7, 2, -2, 1.5, -5
#17 CCC1CCc2c(n(C)c3ccccc3c2=O)O1 (stereo not given)
    -7, 0, 4, 2, 14, -2, -0.9, -6
#18 CN1C(=O)C2(C(C#N)=C(N)N(c3cc(Cl)cc(Cl)c3)C3=C2C(=O)CCC3)c2ccccc21 (stereo not given)
    -3, -1, -6, -10, 8, -3, -10, -6
#19 CCc1nc2ccccc2n1CCC(C)C
    2, -1, 1, -10, 18, 2, -0.3, -2
#20 COc1ccccc1N=Nc1nc(-c2ccccc2)c(-c2ccccc2)[nH]1
    38, -15, 34, 67*, -48, ·, 23, ·
#21 CCCC(=O)Nc1ccc(C(=O)/C=C/c2ccc(SC)cc2)cc1
    44*, 2, -4, 4, -9, -4, 8.4, -7
#22 COC(=O)c1cccc(NC(=O)c2ccc(OC)c(Cl)c2)c1
    12, 8, -2, -2, -65, -3, -1.0, -5
#23 Cc1ccc(N(C(=O)Cc2cccs2)C(C(=O)NC2CCCCC2)c2ccccn2)cc1C (stereo not given)
    14, -3, -3, 3, 25, 2, 1.1, -2
#24 CC1(C)Cc2c(c(N3CCCCC3)[nH]c(=S)c2C#N)CS1
    4, 1, 14, 2, 30, ·, -7.3, ·
#25 CN(C)CCCN(C(=O)COc1ccccc1)c1nc2cc3c(cc2s1)OCO3
    -8, 2, 6, 3, 15, 5, -0.6, 24
#26 CCn1cc(/C=C(\NC(=O)c2ccccc2)C(=O)N2CCOCC2)c2ccccc21
    4, -1, 0, 5, 4, -4, 0.0, -4
#27 O=C1NCC(Nc2ccc(Cl)cc2)C(=O)N1 (stereo not given)
    6, 1, -5, -6, 6, ·, -1.1, ·
#28 COc1ccc(/C(C)=N\NC(=O)C(c2ccncc2)N2CCOCC2)cc1 (stereo not given)
    -6, 1, 0, 2, 5, -3, -2.8, -5
#29 CC(C)C[C@@H](CO)N1CCN(Cc2cccc(C#N)c2)CCC1=O
    0, 1, -8, 3, 5, 0, -0.4, -2
#30 Cc1ccc(-n2c(C)cc(/C=c3/sc4nc5ccccc5n4c3=O)c2C)cc1
    ·, -1, ·, 8, 7, -4, ·, -6
#31 CC(=O)NC12CC3CC(C1)CC(C(=O)Nc1nc4ccc(F)cc4s1)(C3)C2
    -4, -3, 0, 18, -28, 3, 0.7, 1
#32 Cc1ccc(NC(=S)N2CCCC(c3nc4ccc(C)cc4[nH]3)C2)c(C)c1 (stereo not given)
    6, -5, 2, 6, 5, 0, 4.9, 14
#33 Cc1ccc2c(C)nc(Nc3nc(CSc4nc5ccccc5[nH]4)cc(=O)[nH]3)nc2c1
    -2, -4, 1, -12, 23, 3, 1.0, 32
#34 CCNS(=O)(=O)c1ccc(CCC(=O)Nc2ccccc2C(=O)OC)cc1
    4, -3, -12, 6, -1, 1, -2.1, 0
#35 CSc1ccc(CN(C)C(=O)CNC(=O)CNS(=O)(=O)c2ccc(C)c(C)c2)cc1
    -10, 0, -4, 3, 25, 0, -0.2, -2
#36 CCOc1cc(C(=O)CCC(=O)OCC(=O)Nc2ccc(C)c(S(=O)(=O)N(C)C)c2)ccc1O
    0, -3, -10, 9, 16, -3, 1.3, -4
#37 COc1ccc2[nH]c3c(c2c1)CCN1C(=O)C(CC(=O)NCCN2CCOCC2)C[C@H](C(=O)N2CCCCC2)[C@@]31CCc1ccccc1 (stereo not given in full)
    -5, -1, 3, 12, -6, 0, -2.6, -5
#38 CC1CCCCC1NC(=O)Cn1nnc(-c2ccc(Cl)cc2)n1 (stereo not given)
    7, -3, 0, -4, -18, 1, 1.7, -4
#39 O=C(COC(=O)CCc1nc2ccccc2c(=O)[nH]1)NC(=O)NC1CCCC1
    -2, 12*, -5, -8, 34, -3, 0.1, -6
#40 O=C(CN1C(=O)NC(Cc2c[nH]c3ccccc23)C1=O)NC1CCCCC1 (stereo not given)
    -2, 3, 1, 2, 0, -4, -2.0, -6
#41 COC(=O)c1ccccc1NC(=O)c1sc(N)nc1C
    -8, 0, -1, 15, 4, -1, 1.0, -5
#42 CC(C)CC1=NN(C(=O)c2ccco2)C(O)(C(F)(F)F)C1 (stereo not given)
    -2, -2, -1, -12, 2, 1, 1.6, -3
#43 CSc1snc(SCC(N)=O)c1C#N
    -3, -7, 0, -3, 0, 3, -0.5, -3
#44 CCOC(=O)c1cccc(NC(=O)/C=C/c2ccc3c(c2)OCO3)c1
    23, 2, -11, 20, -68, 4, 11, 4
#45 Cc1ccc(-c2nn(-c3ccccc3)cc2/C=N/n2c(-c3cccs3)n[nH]c2=S)cc1
    30, 6, 15, 20, 31, -2, 3.2, -8

Overlap with the part before: 3 entries; new compounds follow.
The line under a structure holds: EBI2 antag, GRIN3A LBD mod, CXCR6 inh, CCR6 antagonist, Gli-Sufu block, A3A deaminase, MPTP block, APOBEC3G inh
#43 CSc1snc(SCC(N)=O)c1C#N
    -3, -7, 0, -3, 0, 3, -0.5, -3
#44 CCOC(=O)c1cccc(NC(=O)/C=C/c2ccc3c(c2)OCO3)c1
    23, 2, -11, 20, -68, 4, 11, 4
#45 Cc1ccc(-c2nn(-c3ccccc3)cc2/C=N/n2c(-c3cccs3)n[nH]c2=S)cc1
    30, 6, 15, 20, 31, -2, 3.2, -8
#46 CCc1cc(C(=O)N(C)CC(=O)N(CC(C)C)c2c(N)n(CC(C)C)c(=O)[nH]c2=O)sc1C
    2, -1, 6, -1, -7, 5, 2.8, -3
#47 C=CCOc1c2ccc(C(=O)NCc3ccccc3OC)cc2nn1C
    -10, 4, 8, -3, -19, -3, 0.0, -7
#48 CC1Cn2c(nc3c2c(=O)[nH]c(=O)n3C)O1 (stereo not given)
    -13, 0, 0, -13, -1, -5, -1.8, -6
#49 CC(C)Cc1c(O)nc(SCC(=O)N2CCCCCC2)[nH]c1=O
    -1, -2, -9, -34, -17, -7, 0.2, -12
#50 COc1ccc(-c2cc(C(F)(F)F)nc(S(=O)(=O)CCCC(=O)Nc3cccc(O)c3)n2)cc1OC
    7, -13, 14, 4, 0, -1, -1.1, -9
#51 COc1cc(C(O)P(=O)(OCC(C)C)OCC(C)C)cc(OC)c1OC (stereo not given)
    6, 0, -3, 9, 0, 0, 0.2, -3
#52 O=C(Nc1ccc(C(=O)N2CCCC2)cc1)c1ccccc1[N+](=O)[O-]
    -2, -3, -6, -2, -4, -5, -0.9, -9
#53 CCOC(=O)CC(N)c1cccc([N+](=O)[O-])c1 (stereo not given)
    4, 3, -5, 6, -1, -5, 0.1, -2
#54 CCCC(=O)NC(C)C(c1cccs1)N1CCN(c2ccccc2)CC1 (stereo not given)
    -4, -2, -2, 8, 4, -6, 0.4, -5
#55 Cc1cccc(N(CC(=O)N2CCCC2)S(C)(=O)=O)c1
    1, -5, -1, -13, -12, 0, 0.3, -7
#56 CC(C)S(=O)(=O)CC(=O)c1ccc(Cl)cc1
    -2, -2, -4, 19, -4, 1, -2.7, -2
#57 N#CCCN(C(=O)CN1C(=O)NC2(CCCC2)C1=O)c1ccccc1F
    -8, 0, -7, -5, -2, 1, -1.1, 0
#58 CN(C)S(=O)(=O)c1ccc2c(c1)c(=O)c(C(=O)N1CCOCC1)cn2C
    -1, 0, 6, 2, 2, -1, -0.9, 10
#59 Cc1c(NC(=O)/C=C/c2ccc(S(=O)(=O)N3CCOCC3)cc2)c(=O)n(-c2ccccc2)n1C
    0, 1, 3, 5, 5, 4, -1.4, -4

Full records, quoted from the list. Screens in order: EBI2 antag	GRIN3A LBD mod	CXCR6 inh	CCR6 antagonist	Gli-Sufu block	A3A deaminase	MPTP block	APOBEC3G inh
Cc1c(NC(=O)/C=C/c2ccc(S(=O)(=O)N3CCOCC3)cc2)c(=O)n(-c2ccccc2)n1C in the list: 0	1	3	5	5	4	-1.4	-4
CCc1cc(C(=O)N(C)CC(=O)N(CC(C)C)c2c(N)n(CC(C)C)c(=O)[nH]c2=O)sc1C in the list: 2	-1	6	-1	-7	5	2.8	-3
O=C(Nc1ccc(C(=O)N2CCCC2)cc1)c1ccccc1[N+](=O)[O-] in the list: -2	-3	-6	-2	-4	-5	-0.9	-9
CCCC(=O)NC(C)C(c1cccs1)N1CCN(c2ccccc2)CC1 (stereo not given) in the list: -4	-2	-2	8	4	-6	0.4	-5
Cc1cccc(N(CC(=O)N2CCCC2)S(C)(=O)=O)c1 in the list: 1	-5	-1	-13	-12	0	0.3	-7

Screens deposited in PubChem BioAssay by Sanford-Burnham Center for Chemical Genomics.

Rows were taken by chance; about 5.8% have a hit in one of these screens.
